# From PubChem BioAssay
# LmPK inhibitor = qHTS Assay for Inhibitors of Leishmania Mexicana Pyruvate Kinase (LmPK); purified LmPK, Kinase-Glo ATP luminescence, 1 h; 0.37% of 290,000 active; Q27686; Potency, µM (series often up to 57.5 µM), for inactives: at the top dose activity change, negative = inhibition, actives largely listed as inhibitors; further: potency means the concentration at half of the fitted maximal effect
# Target sequence (Q27686 whole entry, looked up): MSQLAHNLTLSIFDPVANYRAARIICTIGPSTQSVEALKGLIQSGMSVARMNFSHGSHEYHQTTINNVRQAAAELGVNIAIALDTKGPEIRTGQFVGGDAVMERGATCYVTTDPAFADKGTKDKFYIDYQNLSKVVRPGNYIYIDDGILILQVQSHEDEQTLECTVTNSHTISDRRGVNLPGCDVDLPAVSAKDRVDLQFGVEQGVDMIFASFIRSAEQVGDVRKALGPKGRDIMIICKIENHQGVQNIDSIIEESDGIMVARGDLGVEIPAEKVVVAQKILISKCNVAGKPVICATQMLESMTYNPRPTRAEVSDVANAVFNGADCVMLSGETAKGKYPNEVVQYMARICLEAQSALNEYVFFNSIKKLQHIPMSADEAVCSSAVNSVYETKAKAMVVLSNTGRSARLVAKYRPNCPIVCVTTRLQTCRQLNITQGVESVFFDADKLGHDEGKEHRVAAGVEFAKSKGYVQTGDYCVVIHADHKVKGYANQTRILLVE
#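 Kinase-Glo luminescence read after 1 h RT reaction of 0.1 nM LmPK with 0.5 mM PEP and 0.1 mM ADP. Activity scaled between uninhibited and enzyme-free controls.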
# AMA1 RON2 block = qHTS for Inhibitors of AMA1-RON; Towards Development of Antimalarial Drug Lead: Primary Screen | Plasmodium falciparum AMA1 (3D7) - RON2 peptide interaction | AlphaScreen AMA1-biotinylated RON2 peptide binding | Potency, µM (titrated, usually from 58.2 µM), for inactives: top-dose activity change, negative = inhibition, usual class: inhibitors | 0.2% of 360,000 active | AID 720542, 2013;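 further: potency means the concentration at half of the fitted maximal effect; 0% = vehicle wells and -100% = peptide control; nearly all actives have a fitted effect of over 45% in size; some results filed as inactive show a strong effect at the top dose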
#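 AMA1 (3D7) with his tag at 25 nM final met compounds first, then biotinylated RON2 peptide at 25 nM; detection used donor plus acceptor beads, 10 µg/mL apiece, read by AlphaScreen after 30 min at room temperature.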
# HCMV antiviral = qHTS Assay for inhibitors of the human cytomegalovirus (HCMV); HFF cells, HCMV-luciferase reporter, 72 h; active compounds read low; activity change, negative = inhibition, % at 57.5 µM; 4.5% of 410,000 active; in the data active means activity change below about -60%; inconclusive means no clear call, values can overlap the other calls; inactive means above about -39%
#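 Luciferase read-out from HCMV-luciferase-infected HFFs (MOI 1 PFU/cell) 72 h post infection at 37C; compounds added after 16 h cell attachment; activity normalized between buffer-only basal and Salinomycin (10uM) inhibitor controls.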
# AmpC detergent = qHTS Inhibitors of AmpC Beta-Lactamase (assay with detergent) | P00811 | AmpC hydrolysis of nitrocefin, absorbance 480 nm, 0.01% Triton | Potency, µM (highest dose often 114 µM), for inactives: at the top dose activity change, negative = inhibition, most hits filed as inhibitors | 0.041% of 370,000 active | AID 485294, 2010;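 further: potency means the concentration at half of the fitted maximal effect; 0% = no-compound wells and -100% = no-enzyme wells; nearly all actives have a fitted effect of over 25% in size; some results filed as inactive show a strong effect at the top dose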
# Target sequence (P00811 whole entry, looked up): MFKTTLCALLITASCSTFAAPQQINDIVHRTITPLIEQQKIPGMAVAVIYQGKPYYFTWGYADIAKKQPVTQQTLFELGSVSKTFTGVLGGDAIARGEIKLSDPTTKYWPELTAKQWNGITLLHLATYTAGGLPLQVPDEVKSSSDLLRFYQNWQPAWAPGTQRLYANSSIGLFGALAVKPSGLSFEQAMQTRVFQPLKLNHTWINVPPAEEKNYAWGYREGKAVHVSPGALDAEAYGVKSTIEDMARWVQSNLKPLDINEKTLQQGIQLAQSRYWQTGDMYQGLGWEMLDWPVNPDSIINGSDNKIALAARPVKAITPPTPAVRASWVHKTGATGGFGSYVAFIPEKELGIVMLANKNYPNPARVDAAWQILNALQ
#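 20 mM phosphate pH 7.0 + 0.01% (detergent screen) or 0.0001% Triton X-100; 5.3 nM AmpC reagent; cpd preinc 15 min RT; nitrocefin (800 uM stock) to start; A480 q20 s × 4 min; Activity was normalised to no-enzyme and no-compound control wells.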
# TbPYK inhibitor = qHTS of Trypanosoma Brucei Inhibitors; pyruvate kinase (Trypanosoma brucei), Q57TT1; TbPYK enzyme, Kinase-Glo Plus ATP luminescence, 45 min; Potency, µM (series often up to 76.8 µM), inactives show top-dose activity, negative = inhibition, hits mostly inhibitors; 0.12% of 410,000 active; AID 624173, 2012; further: potency means the concentration at half of the fitted maximal effect; nearly all actives have a fitted effect of over 50% in size
#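 Enzyme and substrate buffer are dispensed first and compound is pin-transferred. ADP at 130 uM final then starts the reaction, which runs 45 min at room temperature. Detection reagent is added for 10 min before luminescence is imaged.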
# AmpC no deterg = qHTS Inhibitors of AmpC Beta-Lactamase (assay without detergent) | Potency, µM (titrated, usually from 57.1 µM), without a hit: at the top dose activity change, negative = inhibition, hits mostly inhibitors | 0.52% of 330,000 active | AmpC nitrocefin hydrolysis, absorbance 480 nm, 0.0001% Triton | P00811 | AID 485341, 2010;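 further: potency means the concentration at half of the fitted maximal effect; plate controls were no compound for no effect and no enzyme for full effect; nearly all actives have a fitted effect of over 20% in size; some results filed as inactive show a strong effect at the top dose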
#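 20 mM phosphate pH 7.0 + 0.01% (detergent screen) or 0.0001% Triton X-100; 5.3 nM AmpC reagent; cpd preinc 15 min RT; nitrocefin (800 uM stock) to start; A480 q20 s × 4 min; Activity was normalised to no-enzyme and no-compound control wells.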
# Sm TGR inh = qHTS Assay for the Inhibitors of Schistosoma Mansoni Peroxiredoxins; Schistosoma mansoni thioredoxin glutathione reductase (TGR), Q962Y6; 3% of 360,000 active; purified TGR, DTNB reduction, TNB absorbance 405 nm; Potency, µM (titrated, usually from 114 µM), for the others: at the highest dose activity change, negative = inhibition, actives largely listed as inhibitors; further: potency means the concentration at half of the fitted maximal effect; nearly all actives have a fitted effect of over 60% in size
#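 Kinetic colorimetric format: TGR-catalysed, NADPH-driven DTNB reduction monitored via TNB absorbance. Enzyme dispensed at 20 nM; compound exposure 15 min at room temperature before reaction start.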
# Active calls of the source: *; ? = inconclusive; . = not tested or not shown; & = joins results of further samples; [ ] = dose if it differs, or a comment. Unless noted, the call rests on the fitted dose curve; in most records, active means well fitted curve in the direction sought with a large enough effect; inconclusive means small, poorly fitted or top-dose-only effect, or another doubt; inactive means no such curve, though single readings can be large; an effect the other way counts as inactive or inconclusive. Unless noted, on the % scale 0 is the no-effect control and ±100 the full control effect. This is a random part of the collection (roughly 7.4% active in at least one column).
# The first 5 compounds as a preview:
SMILES,LmPK inhibitor,AMA1 RON2 block,HCMV antiviral,AmpC detergent,TbPYK inhibitor,AmpC no deterg,Sm TGR inh
CCCCCCn1c(=O)n2n(c1=O)C[C@]1(OC(=O)NC3CCCC3)CN(S(=O)(=O)c3ccc(C)cc3)C[C@]1(O)C2,.,-3%,-13,.,-10%,.,.
O=c1c(Cc2c(F)cccc2Cl)c(O)ccn1CCCN1CCOCC1,1%,-5%,-5,-2%,-3%,-27%,2%
COC(=O)/C=C/COc1ccccc1[N+](=O)[O-],-19%,0%,68,3%,?,-1%,-5%
CCOC(=O)Cn1c(=O)c2c(nc(Br)n2CC(=O)OCC)n(C)c1=O,6%,3%,-5,-11%,3%,-1%,-20%
COc1cccc(C(=O)Nc2ccc(NC(=O)C3CC3)nc2)c1,-3%,-6%,-25,7%,-4%,-20%,8%

# Results, from the first entry:
SMILES,LmPK inhibitor,AMA1 RON2 block,HCMV antiviral,AmpC detergent,TbPYK inhibitor,AmpC no deterg,Sm TGR inh
CCCCCCn1c(=O)n2n(c1=O)C[C@]1(OC(=O)NC3CCCC3)CN(S(=O)(=O)c3ccc(C)cc3)C[C@]1(O)C2,.,-3%,-13,.,-10%,.,.
O=c1c(Cc2c(F)cccc2Cl)c(O)ccn1CCCN1CCOCC1,1%,-5%,-5,-2%,-3%,-27%,2%
COC(=O)/C=C/COc1ccccc1[N+](=O)[O-],-19%,0%,68,3%,?,-1%,-5%
CCOC(=O)Cn1c(=O)c2c(nc(Br)n2CC(=O)OCC)n(C)c1=O,6%,3%,-5,-11%,3%,-1%,-20%
COc1cccc(C(=O)Nc2ccc(NC(=O)C3CC3)nc2)c1,-3%,-6%,-25,7%,-4%,-20%,8%
Cc1ccccc1N(CC(=O)NCCc1ccccc1)C(=O)c1csnn1,-3%,-2%,42,5%,1%,-12%,-10%
O=C(NN1C(=O)C2C3C=CC(C4CC34)C2C1=O)c1ccccc1Cl (stereo not drawn),0%,-5%,-7,?,-3%,-23%,-1%
Cc1ccc(NC2=NC(=S)N(CC#N)C23CCCCC3)cc1,-2%,0%,-4,?,-1%,-26%,-5%
Cc1ccc(-c2nc(CS(=O)CC(=O)NCCCc3ccccc3)c(C)o2)cc1 (stereo not drawn),-1%,-1%,-12,-1%,-3%,151%[activator],35µM*
O=C(Nn1cnnc1)c1ccc(OC(F)(F)C(F)C(F)(F)F)cc1 (stereo not drawn),1%,45%[activator],14,-1%,-2%,-21%,8%
CCOc1ccc(C2CC(c3ccc(CC)cc3)n3nc(N)nc3N2)cc1 (stereo not drawn),2%,0%,24,-7%,-1%,?,2%
Cc1ccc(C(O)(C(=O)NNc2ccc3ccccc3n2)c2ccc(C)cc2)cc1,4%&3%,60%&100%[activator],69&25,?,-5%&-7%,-47%&-41%,?
CCN(CC(=O)Nc1ccc2c(c1)OC(F)(F)O2)Cc1nc2ccccc2c(=O)[nH]1,4%,36%[activator],?,-8%,0%,23%,-6%
COC(=O)c1cc(OC)c(OC)cc1NC(=S)NC(=O)c1ccco1,1%,48%[activator],18,2%,-9%,0%,11µM*
CCC1CN1P(=O)(c1ccccc1)N1CC1CC (stereo not drawn),.,92%[activator],1,.,-1%,.,.
COc1ccc(C(=O)COC(=O)CCCC(=O)Nc2cc(C(F)(F)F)ccc2Cl)cc1,.,.,-1,10%,-3%,.,-12%
CCOc1c(Nc2cccc(Cl)c2)c(=O)c1=O,-2%,0%,14,1%,-3%,-31%,-9%
CC(C)NC(=S)NN(c1ccccc1)c1ccccc1,1%,11%,-8,-1%,13%,-26%,0%
Cc1cc(=O)oc2cc(OC(C)C(=O)NCC3CCC(C(=O)O)CC3)c(Cl)cc12 (stereo not drawn),-12%,1%,2,-8%,2%,-13%,1%
Cc1nn(-c2ccccc2)c(N)c1C1(O)C(=O)Nc2ccc([N+](=O)[O-])cc21 (stereo not drawn),-4%,-6%,-12,8%,3%,-5%,1%
COc1ccc(N2C(=O)CC(N3CCN(c4ccc(C(=O)c5cccnc5)cc4)CC3)C2=O)cc1 (stereo not drawn),-2%,2%,-28,-13%,-5%,111%[activator],3%
Cc1cnc(CNC(=O)c2ccc3oc(Cc4ccccc4)nc3c2)[nH]1,0%,30%[activator],-17,2%,7%,11%,-5%
COc1ccc(C2C(C(=O)c3sc(C)nc3C)=C(O)C(=O)N2CCCn2ccnc2)cc1 (stereo not drawn),.,-9%,-4,.,-7%,.,.
O=C(Nc1cccc(S(=O)(=O)N2CCCC2)c1)c1ccncc1,-2%,-6%,-7,5%,-7%,-13%,?
COc1cccc(S(=O)(=O)NCc2ccc(C(=O)N3CCN(Cc4ccccc4)CC3)cc2)c1,-11%,-11%,-27,3%,-1%,102%[activator],0%
C/C(=N\NC(=O)C(=O)Nc1ccc(C)cc1)c1ccncc1,-2%,0%,-1,-9%,0%,-8%,5%
C(#CCN1CCCC1)CC(c1ccccc1)c1ccccc1,-2%,-22%,?,7%,1%,28%,-16%
Cc1ccc(Cn2c(=O)c3c(nc4n3CCN4c3cc(C)cc(C)c3)n(C)c2=O)cc1,.,.,?,2%,-6%,.,3%
Cc1noc(C)c1COc1cccc(C(=O)NCCc2c[nH]c3ccccc23)c1,0%,-8%,29,0%,-3%,-13%,-1%
COCCCNC(=S)NC1CC2CCC(C1)N2Cc1ccccc1 (stereo not drawn),-8%,-15%,51,0%,1%,-27%,1%[57.1 µM]
COc1cc(C(=O)NCc2ccc(OCCN(C)C)cc2)cc(OC)c1OC,.,14%,87,-7%,5%,-14%,-1%
O=C(Nc1cc(C(F)(F)F)ccc1-n1cncn1)c1ccc(Br)cc1,-1%,-4%,?,-10%,8%,-24%,1%
COc1ccccc1NS(=O)(=O)c1cc(C(=O)NCc2cccnc2)ccc1C,.,-9%,-39,?,-16%,-32%,0%
COc1cccc(NC(=O)COc2ncnc3sc(C)c(C)c23)c1,1%,2%,-2,-4%,0%,-31%,-19%
Nc1c(-c2nc(-c3ccccc3Cl)no2)nnn1-c1ccccc1F,.,.,69,23%,-4%,.,-2%
CN1CCN(c2oc(COc3ccc(-c4ccccc4)cc3)nc2C#N)CC1,0%,?,28,?,1%,204%[activator],-2%
COc1ccc(Br)cc1C(=O)Nc1ccc(N2CCCC2)cc1,-4%,-10%,42,-14%,?,-28%,?
O=C(N/N=C1\CC(c2ccccc2)Oc2ccccc21)c1cccnc1 (stereo not drawn),1%,68%[activator],-83*,5%,-10%,-13%,-4%
CC(C)C[C@@H]1Cc2[nH][nH]c(=O)c2[C@H](C(C)C)O1,.,66%[activator],?,.,2%,.,.
Cc1ccc(Oc2ccc(NC(=O)C3=CC=CN4CCS(=O)(=O)N=C34)cc2)cc1,.,-3%,2,-4%,-9%,241%[activator],2%

# 5 compounds from above, ordered by formula weight, smallest number first:
SMILES,LmPK inhibitor,AMA1 RON2 block,HCMV antiviral,AmpC detergent,TbPYK inhibitor,AmpC no deterg,Sm TGR inh
CN1CCN(c2oc(COc3ccc(-c4ccccc4)cc3)nc2C#N)CC1,0%,?,28,?,1%,204%[activator],-2%
COc1ccc(Br)cc1C(=O)Nc1ccc(N2CCCC2)cc1,-4%,-10%,42,-14%,?,-28%,?
Cc1noc(C)c1COc1cccc(C(=O)NCCc2c[nH]c3ccccc23)c1,0%,-8%,29,0%,-3%,-13%,-1%
Cc1ccc(Oc2ccc(NC(=O)C3=CC=CN4CCS(=O)(=O)N=C34)cc2)cc1,.,-3%,2,-4%,-9%,241%[activator],2%
COc1ccc(C2C(C(=O)c3sc(C)nc3C)=C(O)C(=O)N2CCCn2ccnc2)cc1 (stereo not drawn),.,-9%,-4,.,-7%,.,.

# (listing goes on)
SMILES,LmPK inhibitor,AMA1 RON2 block,HCMV antiviral,AmpC detergent,TbPYK inhibitor,AmpC no deterg,Sm TGR inh
N=C1C=CC=C2C1=NC1(CCCCC1)N2O,-16%,-16%,?,-1%,-18%,-27%,20µM*
O=C(NCCc1ccc(Cl)cc1)C1CCCN(S(=O)(=O)c2cnc[nH]2)C1 (stereo not drawn),0%,-2%,-28,-14%,-3%,12%,-9%
COc1ccccc1NC(=O)NCc1ccc(C)n1C,9%,-2%,50,-9%,2%,11%,40µM*
Cc1c(NC(=O)c2ccco2)c(=O)n(-c2ccccc2)n1C,3%,-4%,5,8%,-18%,-4%,-2%
CCCCn1cnc2cc(NCc3cccc(OC)c3O)ccc21,2%,-10%,-37,?,-13%,26%,-22%
O=C(Cc1ccc(F)cc1)OCC(=O)c1cc2ccccc2o1,1%,-10%,-6,-8%,-3%,-25%,0%
CC(=O)N1CCN(CC(=O)Nc2cc([N+](=O)[O-])ccc2Cl)CC1,-6%,11%,0,-3%,3%,2%,-4%
CCOc1ccc(N(CC(=O)NC(C)(C)C)C(=O)c2ccco2)cc1,-6%,7%,53,?,-2%,-2%,0%
COCCCN(C(=O)CSCC(=O)Nc1cccc(C)c1)c1c(N)n(Cc2ccccc2)c(=O)[nH]c1=O,.,10%,-20,0%,-2%,-11%,-4%
COc1ccc(-c2ccc(SCC(=O)NC3CCCC3)nn2)cc1,.,-6%,-37,.,2%,.,.
C[C@H](CO)N1C[C@H](C)[C@H](CN(C)C)Oc2ccc(NS(=O)(=O)c3ccc(F)cc3)cc2CC1=O,.,13%,6,.,-5%,3%,.
CC(C(=O)Nc1cccc(S(=O)(=O)N2CCOCC2)c1)N1CCN(C/C=C/c2ccccc2)CC1 (stereo not drawn),9%,-4%,-2,?,0%,197%[activator],-10%
CC(C(=O)Nc1ccc(N2CCOCC2)cc1)N1C(=O)c2ccccc2C1=O (stereo not drawn),-1%,7%,6,-7%,-7%,-18%,-25%
